NPY-Y1 antag – blocks the human neuropeptide Y Y1 receptor | 1% of 200,000 active | P25929 | inhibition, % at 3.6 µM | HEK293-CNG Y1 cells, membrane potential fluorescence; NPY at EC95, then isoproterenol;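 active = inhibition above the campaign mean inhibition of all tested compounds plus 3 SD, cut at about 20% in these data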;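 note: 0% = DMSO wells given NPY plus isoproterenol and 100% = isoproterenol alone without NPY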
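Material: Y1- and CNG-channel-expressing HEK293 cells / Probe or stimulus: NPY 25 nM then isoproterenol 1 µM plus Ro 20-1724 25 µM / Doses: 3.6 µM single dose, DMSO 0.4% / Schedule: compound incubation 1 h at room temperature, readout 45 min post-stimulation / Signal: membrane potential fluorescence / Benchmarks: isoproterenol-only wells as full block versus NPY-plus-isoproterenol wells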
14-3-3 Bad inh – disrupts binding of bovine 14-3-3 zeta to phospho-Bad peptide; P63103; TR-FRET 14-3-3zeta/Dy647-pBad peptide displacement, 1 h; inhibition, % at 21.7 µM; 0.71% of 220,000 active;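 active = inhibition above about 70%, limit read from the data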;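 note: 0% = full 14-3-3 plus peptide FRET controls and 100% = background without 14-3-3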
Target sequence (P63103 whole entry, looked up): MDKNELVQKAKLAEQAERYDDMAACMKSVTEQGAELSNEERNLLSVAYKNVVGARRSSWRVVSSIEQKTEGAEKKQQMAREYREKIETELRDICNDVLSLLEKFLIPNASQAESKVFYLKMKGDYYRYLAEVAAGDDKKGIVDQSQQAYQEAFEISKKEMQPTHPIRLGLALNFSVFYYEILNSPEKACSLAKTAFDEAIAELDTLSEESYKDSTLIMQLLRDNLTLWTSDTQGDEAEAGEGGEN
EP2 antag – EP2 receptor (human) inhibition. C6 glioma cells expressing human EP2, cAMP TR-FRET; cells stimulated with saturating PGE2. AID 1422. P43116. inhibition, % at 25 µM. 0.52% of 260,000 active;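 active = percent inhibition above 40 after rounding to a whole number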;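 note: rat C6 glioma host cells with rolipram phosphodiesterase inhibitor present; the protocol text gives 20 µM as final concentration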
PPC-1+TRAIL kill – compounds killing PPC-1 cancer cells with TRAIL present (potentiator screen, no TRAIL-free arm) | PPC-1 cells + TRAIL, ATPLite viability luminescence | 0.41% of 220,000 active | cell killing (% activity), % at 4 µM;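 active = cell killing above 50% in the first pass at 4 µM, then a duplicate retest at 5 µM averaging 50% or more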;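 note: plate controls were cells with TRAIL plus DMSO for no effect and medium-only wells lacking cells for full effect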
CHOP inhibitor – inhibitors of CHOP induction in ER stress response | CHO-K1 CHOP-promoter luciferase, tunicamycin-induced, 15-18 h | inhibition, % at 10 µM | 3.8% of 220,000 active | AID 2732;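 active = compounds that reduced the stress-induced luciferase reporter signal by more than about 70% of percent inhibition, limit read from the data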;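 note: 0% = tunicamycin plus vehicle and 100% = wells without tunicamycin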
EP2 modulator – modulators of human EP2 prostaglandin E2 receptor. P43116. EP2-expressing cells, cAMP HTRF FRET, PGE2 co-stimulation. induction, % at 25 µM. 0.83% of 260,000 active. AID 940;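 active = compounds whose cAMP rise, as percent of the full-agonist control response, exceeds 60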;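 note: rat C6 glioma line stably carrying human EP2 under a CMV promoter; the protocol text gives 20 µM as final concentration; 100% = response of wells given 1 µM PGE2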
TRPN1 ag – agonists of zebrafish TRPN1 channel; HEK293 zebrafish TRPN1-YFP, Fluo-8 calcium fluorescence; 100% = response to 87 µM carbachol; AID 1424; activation, % at 3 µM; 0.18% of 220,000 active;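 active = activation above its plate's cutoff, the mean activation of test wells on that plate plus 3 SD, cut at about 19% in these data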;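 note: 0% = DMSO alone and 100% = 87 µM carbachol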
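System: zebrafish TRPN1-YFP in HEK293 cells / Dosing: 3 µM single point / Timing: dye loading 1 h at 37 °C, then 30 min room temperature / Signal: Fluo-8 calcium fluorescence, excitation 470-495 nm, emission 515-575 nm / Read-out basis: percent activation from peak over basal fluorescence ratio, control-normalized / Control set: high carbachol 87 µM, low DMSO alone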
TRPML3 agonist – human mucolipin-3 channel agonism; AID 1448; Q8TDD5; 0.29% of 220,000 active; activation, % at 3 µM; HEK293 TRPML3-YFP, Fluo-8 calcium fluorescence; 100% = the carbachol control signal;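 active = activation above its plate's cutoff, the mean activation of the plate's test wells plus 3 SD, cut at about 12% in these data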;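 note: 0% = DMSO only wells and 100% = carbachol wells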
Target sequence (Q8TDD5 whole entry, looked up): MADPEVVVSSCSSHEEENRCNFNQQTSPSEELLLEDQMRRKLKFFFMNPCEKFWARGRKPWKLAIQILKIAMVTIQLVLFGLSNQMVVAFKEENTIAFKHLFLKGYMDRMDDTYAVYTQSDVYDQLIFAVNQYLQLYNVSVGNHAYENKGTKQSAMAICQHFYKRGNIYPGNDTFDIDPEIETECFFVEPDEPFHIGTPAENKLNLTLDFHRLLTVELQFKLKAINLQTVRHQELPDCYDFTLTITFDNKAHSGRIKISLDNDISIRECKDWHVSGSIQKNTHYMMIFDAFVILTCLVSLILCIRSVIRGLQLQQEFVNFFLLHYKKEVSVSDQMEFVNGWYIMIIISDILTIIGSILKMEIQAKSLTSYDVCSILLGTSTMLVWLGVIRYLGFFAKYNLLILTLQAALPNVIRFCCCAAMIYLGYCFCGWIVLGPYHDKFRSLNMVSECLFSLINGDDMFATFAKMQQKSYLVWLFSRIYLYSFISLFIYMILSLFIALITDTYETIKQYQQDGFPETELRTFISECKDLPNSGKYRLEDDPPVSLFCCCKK
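Material: HEK293 cells stably carrying human TRPML3-YFP; compound dosing: single dose, 3 µM final nominal compound, 0.3% DMSO final; incubation: 1-h 37 °C dye load, 5-s basal, 120-s post-compound reads; technique: Fluo-8 intracellular calcium fluorescence, excitation 470-495 nm, emission 515-575 nm; read-out basis: percent activation from peak-to-basal fluorescence ratio, scaled between DMSO and carbachol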
NPY-Y1 PAM-ag – potentiators or agonists of human neuropeptide Y receptor Y1; P25929; NPY-Y1 expressing cells, potentiator/agonist activation; activation, % at 3.6 µM; 0.37% of 220,000 active; AID 1304; in the data active = activation above about 33%, passing the limit was not always enough;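 note: cells stimulated with NPY at EC10 then isoproterenol at EC100; 0% = low agonist plus stimulus and 100% = saturating agonist plus stimulus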
Numbers without * were called inactive; · = not tested or not shown; & = joins results of further samples; [ ] = dose if it differs, or a comment.

SMILES | NPY-Y1 antag | 14-3-3 Bad inh | EP2 antag | PPC-1+TRAIL kill | CHOP inhibitor | EP2 modulator | TRPN1 ag | TRPML3 agonist | NPY-Y1 PAM-ag
Cc1[nH]c(=O)[nH]c(=O)c1/C=N\NC(=O)CCc1ccc(OC(C)C)cc1 | 12 | -7 | 3 | 14 | 17 | 17 | -0.5 | 0.6 | 7
Cn1c(CC(=O)Nc2ccc(Cl)c(Cl)c2)nnc1SCC(=O)N1CCN(c2ccccc2)CC1 | -3 | 0 | 8 | 6 | 36 | -26 | 2.2 | 1.3 | -1
COc1ccc(NS(=O)(=O)c2ccc(Oc3ncccn3)cc2)cc1 | 0 | 3 | 26 | 5 | 27 | 0 | 6.9 | 3.6 | -8
COc1cc(/C=N\NC(=O)c2sc(N)nc2C)cc(OC)c1OC | 6 | 14[fluorescence artefact?] | 14 | 30 | -15 | -1 | 0.1 | -0.5 | 9
Cc1cc(C(=O)N/N=C2\CCCc3ccccc32)c(C)o1 | -2 | 15 | 9 | 16 | 3 | -5 | -0.8 | 0.6 | -22
N#CC(C#N)=Cc1ccc(OC(=O)c2ccccn2)cc1 | 0 | -13 | 6 | -6 | -18 | 9 | 1.4 | 1.2 | 0
Cc1ccc(C(=O)COC(=O)c2ccc(-c3cnc4ccccc4n3)cc2)cc1C | 4 | -2[fluorescence artefact?] | 7 | 17 | 9 | 27 | -0.2 | 1.1 | 3
N#C/C(=C\c1ccccn1)c1nc2ccccc2s1 | 4 | -5 | 8 | 19 | -140 | -49 | 26* | 7.5 | 2
CS(=O)(=O)N1CCN(c2ccccc2F)CC1 | -6 | -10 | 20 | -4 | -9 | -6 | -0.4 | 0.4 | -28
O=C(O)c1sc2cc(C(F)(F)F)cnc2c1-c1cccs1 | 7 | -1 | 30 | 5 | 9 | 18 | -0.1 | 1.1 | 5
CCOc1ccccc1NC1=C(Cl)C(=O)N(c2ccc(OC)cc2)C1=O | 3 | -6 | 5 | 22 | 29 | 40 | -2.0 | 0.4 | 4
CN1CCN(C(=O)c2ccc(S(=O)(=O)c3ccc(Br)cc3)cc2)CC1 | 3 | -9[fluorescence artefact?] | 12 | -16 | 22 | -1 | 2.6 | 0.7 | 0
COCCOC(=O)c1[nH]c2c(c1C)C(=O)CC(c1cc(OC)ccc1OC)C2 (configuration not stated) | 5 | 56 | 11 | 5 | · | -7 | 0.8 | 0.1 | -3
N#Cc1ccccc1CSc1nc2ccc(NC(=O)c3ccccc3C(=O)O)cc2s1 | 2 | 12 | 4 | 6 | -9 | -14 | 0.6 | 0.6 | 1
Cc1cc(C(=O)Nc2c(C)n(C)n(-c3ccccc3)c2=O)on1 | 3 | -3 | 8 | 10 | 23 | 30 | -0.4 | 0.1 | 10
CCc1cc(C(=O)OC)c(NC(=O)CC2Sc3ccc(C(F)(F)F)cc3NC2=O)s1 (configuration not stated) | -6 | -5[fluorescence artefact?] | 16 | 11 | 72* | 29 | -0.7 | 0.3 | 16
CSc1ccc(NC(=O)Nc2cccn(Cc3ccccc3)c2=O)cc1 | -1 | -9 | 6 | · | 43 | 16 | 3.7 | 2.3 | 17
Cc1cc(C)c2c(=O)c3c(oc2c1)C(=O)N(CCO)C3c1cccc(O)c1 (configuration not stated) | 11 | 0 | 7 | -4 | 6 | 3 | 0.1 | 0.4 | 3
COCc1cc(C)nc(OCC(=O)N/N=C/c2ccc(OC)c(O)c2)c1C#N | 1 | -16 | 7 | -2 | 19 | -69 | 0.5 | -0.2 | 17
CCCS(=O)(=O)N1CCN=C1SCc1ccc(C)cc1 | 12 | -5 | 6 | -5 | 24 | -40 | -0.8 | -0.6 | -5

Filtered by structure: the compounds so far with two or more sulfur atoms.
SMILES | NPY-Y1 antag | 14-3-3 Bad inh | EP2 antag | PPC-1+TRAIL kill | CHOP inhibitor | EP2 modulator | TRPN1 ag | TRPML3 agonist | NPY-Y1 PAM-ag
O=C(O)c1sc2cc(C(F)(F)F)cnc2c1-c1cccs1 | 7 | -1 | 30 | 5 | 9 | 18 | -0.1 | 1.1 | 5
N#Cc1ccccc1CSc1nc2ccc(NC(=O)c3ccccc3C(=O)O)cc2s1 | 2 | 12 | 4 | 6 | -9 | -14 | 0.6 | 0.6 | 1
CCc1cc(C(=O)OC)c(NC(=O)CC2Sc3ccc(C(F)(F)F)cc3NC2=O)s1 (configuration not stated) | -6 | -5[fluorescence artefact?] | 16 | 11 | 72* | 29 | -0.7 | 0.3 | 16
CCCS(=O)(=O)N1CCN=C1SCc1ccc(C)cc1 | 12 | -5 | 6 | -5 | 24 | -40 | -0.8 | -0.6 | -5

Remaining list, next part.
SMILES | NPY-Y1 antag | 14-3-3 Bad inh | EP2 antag | PPC-1+TRAIL kill | CHOP inhibitor | EP2 modulator | TRPN1 ag | TRPML3 agonist | NPY-Y1 PAM-ag
Nc1ccccc1Nc1ccc([N+](=O)[O-])cc1[N+](=O)[O-] | -2 | -4[fluorescence artefact?] | 13 | 11 | -6 | -6 | 1.2 | 0.4 | -8
CC1(C(=O)OCC(=O)Nc2ccccc2Cl)CC1(Cl)Cl (configuration not stated) | 1 | -3 | 8 | 20 | 36 | 17 | -1.0 | 0.5 | -17
Cc1cc(C)c2cc(C#N)c(SCC(=O)NCC3CCCO3)nc2c1 (configuration not stated) | 1 | -10[fluorescence artefact?] | 20 | 14 | 42 | 8 | 0.5 | -0.4 | -8
NC(=O)CSc1nnc(Cc2csc(Nc3ccc(F)cc3)n2)n1Cc1ccccc1 | -4 | -10 | 16 | 22 | -37 | -38 | 1.0 | 0.0 | -37
CCn1c(SCC(=O)Nc2ccc(C(C)=O)cc2)nc2nc3c(cc2c1=O)CCCC3 | -10 | 42 | 8 | 28 | 19 | -3 | 0.0 | -0.1 | -8
Cc1occc1C(=O)NCc1ccccc1F | 1 | 5 | 3 | 16 | -8 | 23 | -1.1 | 0.4 | -12
O=C1C=C(NCCOC23CC4CC(CC(C4)C2)C3)C2(CCCCC2)O1 | 2 | -9 | 4 | 4 | 47 | 14 | 1.8 | 1.1 | 6
CCS(=O)(=O)Nc1cc(C(=O)OC)ccc1C(=O)OC | 8 | 11 | 5 | -18 | -25 | 0 | -0.2 | 0.9 | -5
O=C(NCC1CCCO1)c1ccc(COc2ccc(Br)cc2)cc1 (configuration not stated) | -1 | 12 | 16 | 15 | 45 | -71 | 5.0 | 0.5 | 3
O=C(CC1CCCCC1)NCc1ccccn1 | 2 | -5[fluorescence artefact?] | 8 | 43 | -12 | -2 | 1.2 | 0.4 | 15
c1cncc(C2OCC3(CO2)COC(c2cccnc2)OC3)c1 (configuration not stated) | 3 | -3 | 2 | 10 | 6 | 3 | 0.6 | 1.0 | 10
Cc1ccc2nc(-c3ccc(NC(=O)c4cccnc4)cc3)oc2c1 | -1 | 11 | 28&8 | 9 | 37 | -125&-77 | 2.3 | 0.7 | -25
O=C(Nc1ccc(Cl)cc1)Nc1cc([N+](=O)[O-])ccc1F | 3 | -4[fluorescence artefact?] | 1 | 10 | 71* | -47 | -0.5 | 1.0 | 11
CCOC(=O)C(C)Sc1nc(=O)n2cc(C)ccc2n1 (configuration not stated) | -3 | -13 | 9 | 10 | -10 | 6 | 0.8 | -0.2 | -10
CCOC(=O)c1[nH]c(C)c(C(=O)NC(C)(C)C)c1C | -1 | -2[fluorescence artefact?] | 10 | 12 | 8 | -1 | 0.2 | 0.2 | -10
CCOc1ccc2[nH]c(=O)c(CN(CCO)C(c3nnnn3C3CCCCC3)C(C)C)cc2c1 (configuration not stated) | -3 | 4 | 6 | 29 | 50 | 23 | 0.0 | 0.7 | 11
CC(C)NC(=O)c1cc(-c2cccs2)on1 | 5 | 71* | 7 | 2 | -7 | -2 | -1.0 | 0.5 | -4
O=C(c1c[nH]c2ccccc12)C(O)C(c1ccccc1)N1CCOCC1 (configuration not stated) | -1 | -1 | 7 | 12 | 29 | -7 | 0.4 | 0.4 | 6
CC(NC(=O)c1cccnc1)C(c1cccs1)N1CCN(C)CC1 (configuration not stated) | 7 | 6[fluorescence artefact?] | 11 | 1 | 8 | -3 | 0.0 | 0.4 | 1
CC(C)(C)C(=O)N1CCc2cc(-c3csc(N)n3)ccc21 | 1 | -19 | 20 | 82*[5 µM] | 17 | -34 | -0.3 | 0.6 | 0
CCOC(=O)N1CCc2c(sc(NC(=O)c3ccc(S(=O)(=O)N4CCCC4)cc3)c2C#N)C1 | -2 | 4[fluorescence artefact?] | · | 3 | 15 | 26 | 0.3 | 0.4 | 27
Cc1nc2c(C)cccn2c1/C(O)=C1\C(=O)C(=O)N(CCN2CCOCC2)C1c1ccncc1 (configuration not stated) | 8 | 49 | 10 | -8 | 8 | 8 | 1.7 | 0.7 | -12
CC1=C(C(=O)Nc2ccccc2)C(c2ccco2)C(C#N)=C(SCC(N)=O)N1 (configuration not stated) | 3 | · | 10 | -10 | 5 | -14 | -0.6 | 0.2 | -33
Cc1ccc2nc3c(cc(C(=O)NCc4ccco4)c(=N)n3Cc3ccco3)c(=O)n2c1 | -3 | -10 | 10 | · | 13 | -24 | 0.0 | 0.3 | 14
N#Cc1ccc2ccn(CC(=O)NCc3ccccc3)c2c1 | 11 | 11 | 8 | 22 | 2 | 24 | -1.3 | -0.5 | -14
COc1ccc(CCNC(=O)CSc2ccsc2[N+](=O)[O-])c(OC)c1 | 2 | 2 | 7 | 8 | 14 | -22 | -0.9 | 0.7 | 3
COc1ccccc1/C=C/C(=O)NCC(=O)N1CCC(N(C)C2CCCC2)CC1 | 1 | 0 | 7 | · | 2 | -43 | 0.2 | 0.0 | 15
C#CCNc1cc(-c2ccccc2)nc2ncnn12 | 2 | -17 | 6 | 18 | 41 | -3 | 0.0 | 0.2 | 6
COC(=O)c1cnc(Oc2ccc(NC(=O)NC(=O)c3c(F)cccc3F)cc2)cc1C(F)(F)F | · | -2 | 16 | 5 | 17 | 9 | 2.6 | 1.3 | 5
COC(=O)c1cc(NC(=O)c2cc(-c3ccc(OC)cc3)oc2C(F)(F)F)ccc1N1CCOCC1 | · | 5 | 4 | 5 | 11 | -7 | 2.0 | 0.2 | 26

Screening data deposited in PubChem by several laboratories.

An excerpt; rates above refer to the full screens.
